CRFBP-R2 block – blocks CRF-induced signaling of the CRF-BP/CRF-R2 complex. HEK293 CRF-R2/CRF-BP, CRF-induced calcium fluorescence. inhibition, % at 11.8 µM. actives 0.59% (n = 350,000). AID 588475;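 active = inhibition of the ligand-induced calcium signal above about 50% at the single tested concentration, limit read from the data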
pCIP destab – lowers stability of the mouse p/CIP coactivator protein; Q05BA5; F442A p/CIP-EGFP cells, EGFP fluorescence, 16 h; decrease of EGFP signal, % at 10 µM; actives 0.01% (n = 290,000); AID 1984;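 active = EGFP signal decrease of at least 30% at 10 µM or well 3 SD below plate mean, unless failing retest; inactive = the rest, including hits failing retest or dose response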; also: some compounds called inactive have numbers as strong as hits; many of its hits are not listed in these tables
CRFBP-R2 agonist – CRF-BP/CRF-R2 complex agonism | HEK293 CRF-R2/CRF-BP, calcium dye fluorescence (FLIPR); percent of saturating CRF peptide response | activation, % at 13.2 µM | actives 0.46% (n = 350,000) | AID 588473;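 active = activation of at least 50%, plus an integration ratio under a set limit after plate pattern correction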;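 also: plate controls were neutral control wells without compound for no effect and CRF at EC100 for full effect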
CHRM4 PAM – CHRM4 positive allosteric modulation; P08173; activation, % at 3 µM; actives 0.4% (n = 360,000); AID 624126; CHO-K1 hM4/Gqi5, Fluo-8 calcium fluorescence, ACh EC20; 0% = ACh EC20, 100% = maximal ACh;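 active = activation above its plate's cutoff, the mean activation of sample wells plus 3 SD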; also: some results filed as inactive read as strong as hits
IDE cell inh – inhibitors of human insulin-degrading enzyme in cells; P14735; HEK cells, FAbetaB cleavage, fluorescence polarization; inhibition, % at 5.59 µM; actives 0.41% (n = 320,000);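 active = percent inhibition above the average of all tested compounds plus 3 SD, set per screening campaign, cut at about 16% in these data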;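 also: IDE supplied by intact live HEK cells; FP after avidin binding of uncleaved biotin substrate so inhibition keeps polarization high; 0% = DMSO wells and 100% = 60 µM reference IDE inhibitor Ii1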
Target sequence (P14735 whole entry, looked up): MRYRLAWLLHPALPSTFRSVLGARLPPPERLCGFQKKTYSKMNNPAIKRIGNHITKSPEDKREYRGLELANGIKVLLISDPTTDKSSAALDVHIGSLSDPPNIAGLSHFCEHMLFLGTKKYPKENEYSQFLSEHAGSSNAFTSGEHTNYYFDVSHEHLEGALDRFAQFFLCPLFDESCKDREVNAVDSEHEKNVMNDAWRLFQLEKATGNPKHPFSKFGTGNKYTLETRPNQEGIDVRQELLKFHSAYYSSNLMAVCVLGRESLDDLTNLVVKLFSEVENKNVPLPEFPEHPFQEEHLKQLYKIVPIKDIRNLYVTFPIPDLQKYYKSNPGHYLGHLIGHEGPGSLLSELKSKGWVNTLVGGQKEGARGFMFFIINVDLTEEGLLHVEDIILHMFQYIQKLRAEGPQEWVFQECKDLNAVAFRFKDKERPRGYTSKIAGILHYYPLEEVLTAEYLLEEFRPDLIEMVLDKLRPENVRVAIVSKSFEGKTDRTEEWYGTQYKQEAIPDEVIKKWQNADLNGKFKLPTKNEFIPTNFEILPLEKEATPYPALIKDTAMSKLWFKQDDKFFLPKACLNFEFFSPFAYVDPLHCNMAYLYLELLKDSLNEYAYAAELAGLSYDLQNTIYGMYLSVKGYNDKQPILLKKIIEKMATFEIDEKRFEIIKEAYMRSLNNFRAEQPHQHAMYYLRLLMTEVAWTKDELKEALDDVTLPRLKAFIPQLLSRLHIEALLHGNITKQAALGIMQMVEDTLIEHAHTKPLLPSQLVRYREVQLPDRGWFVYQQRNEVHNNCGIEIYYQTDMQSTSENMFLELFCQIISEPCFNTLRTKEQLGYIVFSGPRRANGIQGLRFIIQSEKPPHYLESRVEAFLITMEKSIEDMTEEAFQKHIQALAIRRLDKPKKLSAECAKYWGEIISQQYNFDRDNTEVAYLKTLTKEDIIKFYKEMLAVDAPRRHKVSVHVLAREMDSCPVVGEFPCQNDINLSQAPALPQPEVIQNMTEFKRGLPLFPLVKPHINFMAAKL
IDE act – activators of human insulin-degrading enzyme in cells; P14735; HEK cells, FAbeta-B cleavage, fluorescence polarization; 0% vehicle, 100% cell-free pure enzyme wells; activation, % at 5.96 µM; actives 0.073% (n = 340,000); AID 493087;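 active = activation above the mean of all tested compounds plus 3 SD, set per screening campaign, cut at about 17% in these data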
MEKK3 PB1 HTS – MEKK3-MEK5 PB1 interaction, increase or decrease; Q99759; bead-based flow cytometry, Alexa488-MEK5 binding to MEKK3; actives lie on both sides; 0 = blocked by unlabeled MEK5, 100 = vehicle; binding response (% of control), % at 10 µM; actives 1.4% (n = 290,000); AID 1529;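 active = binding response more than 3 SD above or below the average of its plate-row segment, actives on both sides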;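 also: Alexa488 bead fluorescence after subtracting the streptavidin-only scavenger bead signal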
PHOSPHO1 inh – inhibitors of human PHOSPHO1 phosphatase; Q8TCT1; recombinant PHOSPHO1, absorbance phosphatase assay; inhibition, % at 13.3 µM; actives 1.1% (n = 290,000); AID 1565; in the data active = inhibition above about 60%
GalR3 antag – human GalR3 antagonism | AID 651719 | inhibition, % at 3 µM | actives 0.44% (n = 360,000) | HEK293 GalR3-CNG cAMP membrane potential fluorescence; galR3 body fused to GalR1 C-terminus | O60755;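 active = inhibition above the screen-wide average plus 3 SD, cut at about 13% in these data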;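 also: forskolin and galanin both at EC90 stimulate the cells; cAMP rise reported by CNG channel membrane potential dye signal; 0% = forskolin plus galanin with DMSO and 100% = forskolin alone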
Starred values were filed as active, the others as inactive; . = no result given; [ ] = another dose, or the depositor's remark.

SMILES	CRFBP-R2 block	pCIP destab	CRFBP-R2 agonist	CHRM4 PAM	IDE cell inh	IDE act	MEKK3 PB1 HTS	PHOSPHO1 inh	GalR3 antag
Cc1cccc(NC(=O)NCc2cccnc2)c1C	4.1	-1.4	-2.0	5.3	4.9	1.3	103.0	27.4	-1.8
O=C(N/N=C/c1cn(Cc2cccc(F)c2)c2ccccc12)c1cc(O)cc(O)c1	-6.8	5.5	4.7	0.3	.	6.9	79.0*[inhibitor]	-44.5	3.2
COc1ccc(-c2noc(CCC(=O)NCc3cccnc3)n2)cc1OC	-9.4	-1.4	3.2	1.0	6.8	1.5	91.0	-0.2	-5.2
CCOC(=O)c1c(C)[nH]c(C(=O)CN(C)CC(=O)Nc2ccccc2C(F)(F)F)c1C	0.5	.	-0.2	2.7	-2.6	-0.1	.	.	-8.1
CC(c1ccc(Br)cc1)N1CC23C=CC(O2)C(C(=O)O)C3C1=O (configuration not stated)	-3.7	-19.7	0.2	3.6	1.4	6.9	96.0	10.8	-1.2
CN(C)CCNC(=O)CCn1nc(-c2ccc(Cl)cc2)ccc1=O	5.0	-5.0	0.3	3.5	-0.3	3.4	110.0	28.6	-9.4
N#Cc1ccccc1NC(=O)COC(=O)CN1C(=O)C2CCCCC2C1=O (configuration not stated)	10.2	.	-0.5	17.9	1.2	-3.6	.	.	-4.3
Cc1cc(C)c2c(c1)OC(O)(C(F)F)CC2=O (configuration not stated)	4.0	-11.2	-0.1	2.9	-0.8	-0.8	107.0	-16.4	-9.8
CC(C)CCOc1ccc(C(CC(N)=O)C(=O)O)cc1 (configuration not stated)	1.0	-12.7	-0.2	11.5	4.6	5.5	83.0	10.1	-4.4
CCOCCCn1c(=N)c(C(=O)NCc2ccc3c(c2)OCO3)cc2c(=O)n3cccc(C)c3nc21	0.0	-13.1	7.1	-8.9	5.2	-2.1	97.0	29.2	.
O=c1oc2ccc(Cl)cc2nc1/C=C(\O)c1cccs1	-13.0	-14.9	11.1	-23.5	2.1	5.1	100.0	12.9	-1.6
C#CCN(CC=C)C(=O)c1ccc2nc(C3CCCCC3)oc2c1	1.5	-0.1	-0.4	11.2	0.8	9.3	102.0	40.1	4.7
CN(C)C(CNC(=O)c1cccc(S(=O)(=O)Nc2ccccc2Cl)c1)c1ccco1 (configuration not stated)	-4.8	.	0.6	-3.5	-0.7	3.5	.	.	-1.0
COc1ccccc1/C=N/n1cnnc1	31.0	-9.0	-0.1	3.1	3.2	-0.4	.	-11.7	-4.0
O=C(NNc1ccc(F)cc1)c1c(F)cccc1Cl	5.3	8.7	-0.9	9.4	7.3	10.5	102.0	36.8	-2.0

Part of the list above in order of heavy-atom count, smallest number first.
SMILES	CRFBP-R2 block	pCIP destab	CRFBP-R2 agonist	CHRM4 PAM	IDE cell inh	IDE act	MEKK3 PB1 HTS	PHOSPHO1 inh	GalR3 antag
COc1ccccc1/C=N/n1cnnc1	31.0	-9.0	-0.1	3.1	3.2	-0.4	.	-11.7	-4.0
Cc1cc(C)c2c(c1)OC(O)(C(F)F)CC2=O (configuration not stated)	4.0	-11.2	-0.1	2.9	-0.8	-0.8	107.0	-16.4	-9.8
O=C(NNc1ccc(F)cc1)c1c(F)cccc1Cl	5.3	8.7	-0.9	9.4	7.3	10.5	102.0	36.8	-2.0
CC(C)CCOc1ccc(C(CC(N)=O)C(=O)O)cc1 (configuration not stated)	1.0	-12.7	-0.2	11.5	4.6	5.5	83.0	10.1	-4.4
CC(c1ccc(Br)cc1)N1CC23C=CC(O2)C(C(=O)O)C3C1=O (configuration not stated)	-3.7	-19.7	0.2	3.6	1.4	6.9	96.0	10.8	-1.2
CN(C)CCNC(=O)CCn1nc(-c2ccc(Cl)cc2)ccc1=O	5.0	-5.0	0.3	3.5	-0.3	3.4	110.0	28.6	-9.4
N#Cc1ccccc1NC(=O)COC(=O)CN1C(=O)C2CCCCC2C1=O (configuration not stated)	10.2	.	-0.5	17.9	1.2	-3.6	.	.	-4.3
CN(C)C(CNC(=O)c1cccc(S(=O)(=O)Nc2ccccc2Cl)c1)c1ccco1 (configuration not stated)	-4.8	.	0.6	-3.5	-0.7	3.5	.	.	-1.0
CCOC(=O)c1c(C)[nH]c(C(=O)CN(C)CC(=O)Nc2ccccc2C(F)(F)F)c1C	0.5	.	-0.2	2.7	-2.6	-0.1	.	.	-8.1
CCOCCCn1c(=N)c(C(=O)NCc2ccc3c(c2)OCO3)cc2c(=O)n3cccc(C)c3nc21	0.0	-13.1	7.1	-8.9	5.2	-2.1	97.0	29.2	.

The listing continues:
SMILES	CRFBP-R2 block	pCIP destab	CRFBP-R2 agonist	CHRM4 PAM	IDE cell inh	IDE act	MEKK3 PB1 HTS	PHOSPHO1 inh	GalR3 antag
CCOC(=O)c1cc(-c2ccc(C)cc2)n(CCC(=O)NC(C)CC)c1C (configuration not stated)	-12.1	-18.5	-1.2	-5.2	-1.5	-2.3	98.0	-15.3	-2.8
O=C(NC(=O)c1ccccc1)OCC(F)(F)F	3.0	1.9	0.3	-5.6	1.4	-1.7	104.0	1.0	-3.1
CCOC(=O)CSc1cc(C)nc2ccc(OC)cc12	9.3	-13.4	-0.3	-2.7	1.3	4.8	102.0	-14.7	-0.3
NS(=O)(=O)c1ccc(NC(=O)COC(=O)Cn2cnc3ccccc3c2=O)cc1	3.2	.	1.6	13.9	3.5	3.8	.	.	-0.9
CN(CC(=O)Nc1ccc(F)c(F)c1F)C(=O)C1CCCC1	1.0	.	-0.5	-3.2	-3.4	-3.4	.	.	-4.7
Cc1ccc(NS(=O)(=O)c2cccc(C(=O)NCCCN3CCOCC3)c2)cc1	-12.8	.	0.8	10.6	-1.3	3.1	.	.	-2.0
CCn1c(SC(C)C(=O)Nc2nccs2)nnc1-c1ccncc1 (configuration not stated)	-17.4	-10.7	1.0	-1.6	-1.6	1.2	104.0	25.0	3.0
COC(=O)C1=CN(C)C=C(C(=O)OC)C1c1ccsc1	16.7	-21.8	-1.9	5.0	.	-4.9	100.0	-34.4	-3.5
CCN(CC)C(=O)CSc1nc2ccccc2c(=O)[nH]1	3.3	-7.8	0.0	4.6	-6.4	3.1	84.0	-31.3	2.0
CN(C(=O)c1cccc(C#N)c1)c1nnc(-c2cnccn2)s1	-24.5	6.3	-0.3	7.3	-8.7	-0.5	107.0	-3.7	-1.1
CC1CCCN(C(=O)CN2C(=O)NC(C)(c3ccc4ccccc4c3)C2=O)C1 (configuration not stated)	-8.1	.	-1.6	-2.8	-0.9	5.1	.	.	-6.0
Cc1ccc(OC(=O)COc2ccccc2C)c(-n2nc3ccccc3n2)c1	15.6	-2.3	-0.4	23.2	-2.8	-4.2	104.0	24.2	-2.8
O=C(NC1CCCCC1)[C@H](O)[C@@H](O)C(=O)NC1CCCCC1	27.7	-12.5	-1.6	3.0	3.1	6.7	92.0	3.6	-1.3
COc1cccc(OC)c1C1=CC(=O)C[C@H](c2ccc3c(c2)OCO3)C1	6.3	.	0.1	1.2	-0.3	2.9	.	.	-5.7
CC(=O)Nc1ccc(NC(=O)C(=O)NCC(c2ccco2)N2CCc3ccccc32)cc1 (configuration not stated)	10.1	.	-0.5	18.7	-4.2	8.9	.	.	0.0
O=C1N=C(N2CCCCC2)S/C1=C\c1ccc(Br)cc1	11.4	9.0	0.0	3.5	1.4	1.1	107.0	24.3	-9.6
COc1ccc(C(=O)N(CCc2ccccc2)Cc2ccccc2)cc1S(=O)(=O)N1CCOCC1	3.5	.	-0.7	-6.6	2.4	-3.6	.	.	-3.1
Cc1nn(C)c(C)c1NC(=O)c1cc2nc(-c3ccco3)cc(C(F)(F)F)n2n1	134.0*	-12.3	-3.4	3.9	1.1	7.5	97.0	42.9	4.2
Cc1c(/C=N/O)c2ccccn2c1C=O	-3.8	8.6	1.4	-3.9	-5.9	-5.1	98.0	19.9	-0.1
CSc1ncccc1C(=O)OCc1ccccc1F	9.2	-4.1	3.7	10.4	2.4	6.0	103.0	13.7	0.7
Cc1ccc(NC(=O)CN2CCN(c3ccccn3)CC2)c(Cl)c1	-29.4	17.0	2.5	-3.9	9.2	3.0	88.0	4.4	4.2
CCCCCCSc1nsc(N)n1	-8.5	-8.0	1.5	3.5	1.5	5.4	102.0	11.7	-6.4
COc1ccc(/C=N/NC(=O)c2ccc(N(C)S(=O)(=O)c3ccccc3)cc2)cc1OC	29.8	-18.1	-1.0	-4.3	4.3	0.4	110.0	-8.8	-3.9
O=C(NNC(=S)NCCCN1CCOCC1)c1ccncc1	1.9	-4.2	-1.3	0.5	-3.8	2.0	106.0	22.6	-5.5
Cc1cnc(C(=O)OCC(=O)c2ccc(-c3ccccc3)cc2)cn1	2.7	-5.8	-1.4	6.0	-3.2	-3.9	106.0	4.5	1.0
CC(C)(C)C(=O)NC(=S)Nc1sc2c(c1C#N)CCCCC2	-24.2	-10.0	2.6	18.3	-0.1	-10.3	99.0	-16.0	-9.1
C=CCn1c(-c2ccc(N)cc2)nc2ccccc21	8.8	0.9	0.0	1.4	-3.1	2.3	115.0	4.7	-0.1
CC(=O)Oc1ccc(C(=O)Nc2ccccc2C(=O)Nc2ccc(C(=O)O)cc2)cc1	-4.6	6.0	0.3	-2.0	0.0	5.3	100.0	46.0	-4.8
O=C(CSC1=NCCN1)Nc1cccc(C(F)(F)F)c1	-16.6	-5.3	-1.6	3.4	2.6	5.9	98.0	47.1	9.7
COCCn1c(SCC(=O)Nc2cccc(NC(C)=O)c2)nc2c([nH]c3ccccc32)c1=O	-4.5	-5.1	0.4	-3.0	-5.4	1.4	96.0	14.5	-1.1
Nc1cc[n+](CC(=O)Nc2ccccc2)cc1	6.3	-2.7	1.8	-1.1	2.2	-2.6	99.0	39.5	-6.2
O=C(O)c1ccc(/C=N/NC(=O)C(O)(c2ccccc2)c2ccccc2)cc1	0.1	-10.5	-1.0	-0.3	-0.3	10.2	101.0	.	-3.2
CN(Cc1ccccc1)C(=O)CSc1nc2cc(C(=O)N3CCC(C(N)=O)CC3)ccc2c(=O)n1-c1ccccc1	-3.7	4.1	-0.4	.	2.0	.	90.0	10.0	.
CCOC(=O)c1cc2c(ccn2C)n1CC(=O)N1CCN(c2ccc(F)cc2)CC1	8.0	-3.9	0.9	4.8	-2.6	3.3	98.0	-34.4	-4.0

Part of the list above, reduced to GalR3 antag, CHRM4 PAM and IDE cell inh.
canonical_smiles	GalR3 antag	CHRM4 PAM	IDE cell inh
O=C(O)c1ccc(/C=N/NC(=O)C(O)(c2ccccc2)c2ccccc2)cc1	-3.2	-0.3	-0.3
CN(Cc1ccccc1)C(=O)CSc1nc2cc(C(=O)N3CCC(C(N)=O)CC3)ccc2c(=O)n1-c1ccccc1	.	.	2.0

Source: PubChem BioAssay (several laboratories)
